# Assay outcomes as filed in PubChem BioAssay.
# GPR35 arrestin U2OS: inhibition of zaprinast-stimulated GPR35 beta-arrestin translocation – imaging, U2OS, beta-arrestin-GFP, zaprinast agonist, primary screen (AID 2058). 290,000 tested, 0.052% active. one-dose inhibition, % at 10 µM; IC50 in µM for titrated hits. U2OS GPR35 beta-arrestin-GFP translocation imaging, zaprinast antagonism; higher % means a stronger effect;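 active = inhibition of at least 50% with at least 30 cells and total cytoplasm GFP at most 10,000,000; inconclusive = under 30 cells or total GFP of 10,000,000 plus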
# K1F lysis inhibition: inhibition of K1F phage lysis, E. coli UTI89, bacterial capsule biogenesis inhibitors, alamar blue (AID 488966) | E. coli UTI89 K1F phage lysis, alamar blue, 2 h; higher % means a stronger effect | one-dose inhibition, % at 100 µM; IC50 in µM for titrated hits | 340,000 tested, 0.02% active;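 active = phage lysis inhibition, versus mean bacterial control, above a set limit; inconclusive = no clear call, values can overlap the other calls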;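 also: capsule biogenesis inhibitors block K1F phage lysis so surviving cells raise fluorescence; higher fluorescence means more inhibition of phage lysis; actives were called in the ten point dose series up to 300 µM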
# NOD1 inhibition: inhibition of NOD1-driven NF-kB reporter – cell-based, luminescence, uHTS, primary screen (AID 1578); inhibition, % at 4 µM, or EC50 in µM where a hit was titrated; NOD1-driven NF-kB luciferase reporter cells, luminescence; higher % means a stronger effect; 290,000 tested, 1% active; in the data active = inhibition mostly above about 36%, no sharp cut-off; inactive = mostly below about 34%;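 also: HEK-293T reporter cells stimulated with the NOD1 agonist gamma-tri-DAP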
# Rac1 GTP hydrolysis: MgcRacGAP GTPase-activating activity inhibitors, confirmation, biochemical, ADP Hunter fluorescence | MgcRacGAP-stimulated Rac1 GTP hydrolysis, ADP Hunter fluorescence; higher % means a stronger effect; GST-tagged Rac1 F28L mutant substrate | 340,000 tested, 0.6% active | one-dose inhibition, % at 30 µM; IC50 in µM for titrated hits;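 active = first-screen hits whose inhibition reached a set limit at any dose in the follow-up dose series; inconclusive = inhibition above the set first-screen limit but never retested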;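 also: fluorescence reports GDP produced by GAP-driven GTP hydrolysis; strong numbers were not always called active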
# NTR1 ag: NTR1-driven beta-arrestin-GFP spot formation – imaging, U2OS cells, high content, primary screen (AID 493036); P30989; agonist mode; activation, % at 20 µM; 330,000 tested, 0.17% active;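 active = activation at or above 40% of the spot to cytoplasm intensity ratio, with at least 20 cells analyzed; inconclusive = wells under 20 cells, flagged as cytotoxic or low count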;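 also: 0% = DMSO without peptide and 100% = 100 nM NTR1 peptide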
# Target sequence (P30989 whole entry, looked up): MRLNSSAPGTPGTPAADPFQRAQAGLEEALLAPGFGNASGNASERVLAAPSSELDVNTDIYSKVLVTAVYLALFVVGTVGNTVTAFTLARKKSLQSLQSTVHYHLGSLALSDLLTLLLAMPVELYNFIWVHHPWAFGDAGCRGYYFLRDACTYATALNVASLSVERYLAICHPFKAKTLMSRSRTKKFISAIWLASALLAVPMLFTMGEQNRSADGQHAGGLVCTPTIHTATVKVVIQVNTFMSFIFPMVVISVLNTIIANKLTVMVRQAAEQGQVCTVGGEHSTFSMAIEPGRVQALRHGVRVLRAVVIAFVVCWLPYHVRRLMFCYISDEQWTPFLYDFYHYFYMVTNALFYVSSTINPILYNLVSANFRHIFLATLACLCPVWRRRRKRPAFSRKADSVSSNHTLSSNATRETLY
# KOR beta-arrestin-1: kappa opioid receptor blockers – cell-based, luminescence, uHTS (AID 1778); inhibition, % at 10 µM; hits with a dose series show IC50 in µM; KOR beta-arrestin recruitment, luminescence, antagonist mode; higher % means a stronger effect; 290,000 tested, 0.091% active; in the data active = inhibition above about 50%; also: strong numbers were not always called active
# GPR55 LPI antagonism: inhibition of LPI-stimulated GPR55 beta-arrestin translocation – imaging, U2OS, beta-arrestin-GFP, LPI agonist, primary screen (AID 2013) | one-dose inhibition, % at 10 µM; IC50 in µM for titrated hits | 290,000 tested, 0.13% active | U2OS GPR55 beta-arrestin-GFP translocation imaging, LPI antagonism; higher % means a stronger effect;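 active = spots per cell inhibited over 60%, with over 100 cells counted and total cytoplasm intensity under 500,000; inconclusive = wells with under 100 cells, flagged as likely toxic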;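 also: U2OS cells stably carrying GPR55 and arrestin-GFP stimulated by 5 µM LPI near EC80; imaged beta-arrestin-GFP aggregate spots per cell after agonist stimulation; plate controls were LPI-stimulated DMSO wells for no effect and DMSO wells without LPI for full effect; some results filed as inactive read as strong as hits; confirmed hits need IC50 under 10 µM and bright autofluorescent wells are also inconclusive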
# KOR beta-arrestin-2: kappa opioid receptor activators – cell-based, luminescence, uHTS, primary screen (AID 1777); KOR beta-arrestin recruitment, luminescence; higher % means a stronger effect; activation, % at 10 µM, or EC50 in µM where a hit was titrated; 280,000 tested, 0.02% active; in the data active = activation above about 50%, passing the limit was not always enough; also: a part of the inactive calls stands beside numbers as strong as those of hits
# GPR55 beta-arrestin: selective activators of receptor GPR55 – imaging, U2OS cells, beta-arrestin-GFP redistribution, primary screen (AID 1961); one-dose activation, % at 10 µM; EC50 in µM for titrated hits; U2OS GPR55 beta-arrestin-GFP redistribution imaging; higher % means a stronger effect; 290,000 tested, 0.048% active;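 active = activation above 40% with more than 50 cells counted in the well; inconclusive = wells holding fewer than 50 cells, flagged as toxic or sparse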;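 also: U2OS osteosarcoma cells stably expressing GPR55 and beta-arrestin-GFP; plate controls were DMSO negative control for no effect and LPI positive control for full effect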
# NTR1 ag cell count 20 µM: also measured in NTR1 ag; calls as there; cell count; measured here: cell count, cytotoxicity flag
# * = called active by the depositor; ? = inconclusive; . = no result given; [ ] = remark or other dose. Some of the compounds tested. The share of hits here may be higher or lower than overall.
SMILES,GPR35 arrestin U2OS,K1F lysis inhibition,NOD1 inhibition,Rac1 GTP hydrolysis,NTR1 ag,NTR1 ag cell count 20 µM,KOR beta-arrestin-1,GPR55 LPI antagonism,KOR beta-arrestin-2,GPR55 beta-arrestin
COc1ccc(-n2c(CN3CCOCC3)nc3ccc([N+](=O)[O-])cc3c2=O)c(OC)c1,15%,0.4%,8%,4%,-0.5,44,0%,8%,1.8%,-0.1%
CC(=O)N1CCOc2ccc(S(=O)(=O)NCc3ccc(C)cc3)cc21,-9%,0.2%,21%,7%,-0.2,65,-24%,-7%,-0.3%,-0.1%
O=C1OCCC1S(=O)(=O)c1ccc2ccccc2c1 (stereo not drawn),6%,0.3%,-47%,0%,-0.5,94,-34%,16%,1.6%,-0.2%
COc1ccc(CCN(Cc2ccccn2)C(=S)Nc2cccc(SC)c2)cc1OC,-13%,-0.1%,2%,8%,2.2,57,10%,4%,-2.4%,0.1%
O=C(CSc1cccc[n+]1[O-])N1CCc2ccccc21,-10%,1.4%,-1%,6%,3.0,55,30%,12%,-3.3%,-0.1%
CCC(SC1=N/C(=C/c2ccccc2OC)C(=O)N1c1ccccc1)C(=O)Nc1cc(C)on1 (stereo not drawn),-11%,1.1%,.,13%,4.0,57,14%,6%,3.2%,0.2%
COc1cccc(-n2nnnc2SCC(=O)c2cc(OC)ccc2OC)c1,6%,.,-91%,.,.,.,-12%,2%,10%,0.1%
O=C(O)CCCNC(=O)c1cncc(O)c1,0%,0.3%,15%,5%,-0.1,79,1%,-7%,8.0%,-0.1%
Cc1ccc(Nc2nc(N)nc(CSC(=S)N3CCOCC3)n2)c(C)c1,0%,1.1%[50 µM],-10%,9%,-1.9,69,-2%,18%,-2.4%,0.1%
CC1CCCCN1C(=O)Cc1ccc(Cl)cc1 (stereo not drawn),-3%,1.7%,-16%,4%,2.1,54,8%,-5%,0.3%,0.2%
CCC[C@@H]1C[C@@]1(CCC)[C@@H](NP(=O)(c1ccccc1)c1ccccc1)c1ccc(C(=O)OC)cc1,-12%,.,-20%,.,27,51,30%,9%,20%,0.2%
O=C(/C=C/c1cc2ccccc2o1)c1ccccc1O,7%,-0.1%,-15%,-19%,12,43,3%,0%,1.3%,-0.1%
Cc1nc2ccccc2c(=O)n1NC(=O)c1c(F)cccc1F,0%,0.3%,-2%,11%,-1.0,78,-3%,0%,-4.7%,0.0%
CCCN1CC(O)=C(C#N)C1=O,13%,0.6%,-31%,8%,1.5,50,16%,6%,0.2%,-0.5%
N#CC12CCCCC1CC1CCCCC1(C#N)N2Cc1cccnc1 (stereo not drawn),7%,0.5%,-11%,6%,0.3,44,-12%,-2%,19%,-0.1%
CCOC(=O)C1=C(CC)OC(N)=C(C#N)C1c1ccc(NC(C)=O)cc1 (stereo not drawn),-6%,6.3%,-9%,5%,-0.8,42,-9%,-6%,1.3%,-0.2%
COC(=O)C(=Cc1ccccc1[N+](=O)[O-])C(=O)OC,8%,-0.1%,28%*,2%,4.3,39,26%,10%,-0.9%,-0.1%
CC(=O)Nc1cc(OC(=O)c2ccco2)cc(OC(=O)c2ccco2)c1,5%,-0.7%[50 µM],-24%,-2%,-0.2,62,13%,4%,5.5%,-0.2%
CCOc1ccc(CN(C(=O)/C=C/c2ccco2)C2CCS(=O)(=O)C2)cc1 (stereo not drawn),-2%,0.3%,-7%,16%,1.7,77,-20%,3%,-2.1%,-0.1%
O=C(CCC(=O)c1cccs1)OCC(=O)N1CCN(C(=O)c2ccco2)CC1,7%,1.3%,3%,17%,1.1,34,-18%,-2%,-1.1%,0.3%
CCCC(=O)Nc1cc(C)c2c(=O)oc3ccccc3c2n1,-7%,0.2%,10%,2%,15,50,34%,-13%,-2.1%,-0.1%
COc1cc(/C=N/NC(=O)c2cnn3c(C)cc(-c4ccccc4)nc23)ccc1O,1%,0.3%,47%,13%,7.3,54,24%,2%,-2.0%,0.2%
Cn1c(=O)c2cc(S(=O)(=O)NC(C(=O)NCc3ccccn3)c3ccccc3)ccc2n(C)c1=O (stereo not drawn),-5%,-0.1%,-7%,1%,2.3,71,-4%,-1%,0.5%,-0.1%
O=C(NCc1n[nH]c(=S)n1-c1ccc(F)cc1)c1ccc(S(=O)(=O)N2CCCCC2)cc1,-11%,0.1%,-27%,0%,-0.1,57,1%,3%,-2.3%,-0.2%
CC(=O)C1=C(C)Nc2ncnn2C1c1cccc(O)c1 (stereo not drawn),-3%,-0.8%[50 µM],0%,7%,3.2,53,13%,14%,0.1%,0.0%
Nc1nonc1-n1nnc(C(=O)N/N=C/c2ccoc2)c1CSc1ccc(Cl)cc1,-5%,0.1%,6%,12%,4.7,54,-3%,10%,-3.2%,-0.2%
O=C(Nc1ccccc1-c1nc2ccccc2[nH]c1=O)c1cccs1,12%,-1.3%,-27%,6%,4.5,45,7%,-2%,-2.7%,-0.2%
C=CCSc1nnc(NC(=O)c2cn(CC)c3nc(C)ccc3c2=O)s1,-10%,1.7%,-22%,2%,1.4,63,-23%[20 µM],0%,-6.0%,-0.1%
CC1(C)Oc2ccc3ccc(=O)oc3c2/C(=N/O)C1=O,19%,0.1%,3%,3%,1.1,92,0%,3%,-2.5%,0.0%
CCOc1cc(S(=O)(=O)n2cnc(C)c2)ccc1Cl,2%,0.4%,23%,-3%,-1.3,24,1%[20 µM],-19%,.,-0.1%
Cc1cccc(C)c1NC(=O)/C(C#N)=C/c1ccsc1,14%,4.1%,-4%,5%,-0.1,31,10%,25%,-2.0%,-0.2%
COC(=O)c1ccc(NC(=O)c2ccc(F)cc2)o1,-10%,-0.1%,10%,5%,-1.5,54,21%,20%,-2.4%,?
CCOc1ccc(C(C)NC(=O)CCC(=O)O)cc1 (stereo not drawn),4%,-0.1%,9%,9%,-0.6,36,30%,4%,-1.6%,0.2%
CC(=O)CCc1c[nH]c2c(C(=O)O)cccc12,-8%,0.0%,-13%,6%,0.2,58,-7%,14%,-4.1%,-0.4%
COc1ccc(C2=NN(Cc3c(F)cccc3Cl)C(=O)CC2)cc1,-5%,0.3%,21%,11%,3.0,64,-13%,-9%,6.3%,0.6%
CCN(CC)S(=O)(=O)c1ccc(N/N=C/c2cccnc2)nc1,-5%,-0.3%,-3%,2%,0.2,64,-6%,7%,.,-0.1%
Cc1ccn2cc(-c3cccc(NC(=O)C(C)C)c3)nc2c1,-2%,0.5%,-25%,3%,0.4,83,-11%[20 µM],6%,.,0.5%
Cc1ccc(C2C3=C(CCCC3=O)Nc3[nH]c(=S)[nH]c(=O)c32)cc1 (stereo not drawn),-1%,0.0%,-28%,25%,2.1,90,3%,6%,-2.1%,0.4%
CCOc1ccc(Cc2nc(C)c(CC(=O)N3CCCCC3)c(=O)[nH]2)cc1,16%,1.3%,1%,15%,-1.5,49,8%,20%,-5.0%,-0.1%
Cn1nnnc1SCc1ccc(Cl)cc1,5%,-0.2%,-20%,6%,0.0,40,14%,-7%,-3.0%,0.1%
COc1cc(C(=O)NC2=C(C#N)CCC2)cc(OC)c1OC,9%,1.0%,-5%,8%,0.1,77,-21%[20 µM],-11%,-2.8%,0.2%
CC1CN(c2nc3ccccn3c(=O)c2/C=C(\C#N)C(N)=O)CC(C)O1 (stereo not drawn),1%,-1.5%,-16%,6%,0.7,52,-1%,13%,6.9%,0.3%
CC(C)CNC(=O)c1ccc(Cl)c(Cl)c1,13%,0.6%,-3%,7%,-0.8,90,14%,-7%,-6.2%,0.0%
COc1ccc(OCCOC(=O)c2cccc(-n3cnnn3)c2)cc1,-4%,-5.5%,-12%,7%,-3.3,94,-20%,23%,0.5%,-0.2%
Cc1cc(Cl)cc2c(N=Nc3ccccc3C(=O)O)c(O)[nH]c12,10%,0.1%,0%,6%,4.5,54,-56%,14%,-1.4%,-0.2%
COc1ccc(OC)c(S(=O)(=O)NCCc2ccccc2)c1,-3%,3.8%,26%,2%,2.1,39,-22%,9%,-1.6%,-0.1%
CCCn1c(/N=C/c2c[nH]c3ccccc23)nc2ccccc21,3%,6.8%,-2%,6%,9.7,40,12%,17%,-2.8%,-0.1%
Cc1cccc(NC(=O)c2ccccc2NC(=O)c2ccccc2)n1,21%,0.1%,-4%,5%,-0.9,44,0%,5%,-1.3%,-0.1%
CCOC(=O)C1(Cc2ccccc2C(F)(F)F)CCN(CC(O)CO)CC1 (stereo not drawn),9%,3.4%,-32%,8%,-1.4,43,29%,2%,-5.2%,-0.3%
O=C(CSc1nc(-c2ccccc2)nc2c1Cc1ccccc1O2)Nc1ccc(C(=O)O)cc1,-5%,-0.4%,-32%,9%,.,.,-55%,-4%,0.1%,0.1%

# Other structures:
SMILES,GPR35 arrestin U2OS,K1F lysis inhibition,NOD1 inhibition,Rac1 GTP hydrolysis,NTR1 ag,NTR1 ag cell count 20 µM,KOR beta-arrestin-1,GPR55 LPI antagonism,KOR beta-arrestin-2,GPR55 beta-arrestin
S=C(Nc1ccccc1)N1CCCN1c1ccccc1,3%,0.5%,-11%,12%,-0.3,36,22%,3%,-0.7%,0.4%
CC(C)(C)c1ccc(C(=O)c2c[nH]c(C(=O)NCc3cccnc3)c2)cc1,-8%,-0.1%,-27%,-15%,1.6,75,-13%,18%,-4.0%,0.7%
Cc1ccc(C)c(C(=O)N2CCN(c3ncccn3)CC2)c1,-3%,0.1%,-8%,-8%,0.9,66,25%,10%,-0.9%,0.0%
O=C(Nc1cccc(S(=O)(=O)N2CCCCC2)c1)c1ccc([N+](=O)[O-])o1,-4%,-3.7%[50 µM],8%,11%,12,72,-2%,10%,-3.8%,-0.2%
Cc1nnc(SCC(=O)Nc2cccc(C(F)(F)F)c2)[nH]c1=O,17%,0.6%,-19%,-2%,-1.6,35,-5%,17%,2.2%,-0.1%
CC(=O)N1CCN(S(=O)(=O)c2ccc(S(=O)(=O)NC3CC3)cc2)CC1,-2%,-0.2%,-16%,0%,0.6,106,17%,6%,-2.8%,0.2%
CCc1nnc(NC(=O)CSc2nnc(-c3ccc(S(=O)(=O)N(CC)CC)cc3)n2CC)s1,10%,0.5%,-26%,7%,1.9,86,13%,-4%,1.4%,-0.1%
CCN1CCN(C(=O)C2CC(c3ccc(F)cc3)=NO2)CC1 (stereo not drawn),5%,-0.2%,-15%,10%,-0.3,62,19%,10%,-1.5%,-0.1%
O=C(NCCCn1ccnc1)c1cc(C2CC2)on1,0%,-0.6%,-18%,6%,0.9,93,26%,-6%,0.6%,0.3%
